procasp3 activ: activators of human procaspase-3 | P42574 | recombinant procaspase-3 D3A, Ac-DEVD-pNA absorbance 405 nm | activation, % at 8.5 µM | 330,000 tested, 0.11% active | AID 463141;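 active = activation above the mean of all tested compounds plus 3 SD, cut at about 21% in these data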;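 also: 0% = DMSO alone and 100% = DMSO wells spiked with extra 5 µM PC-3 D3A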
Target sequence (P42574 whole entry D9A/D28A/D175A): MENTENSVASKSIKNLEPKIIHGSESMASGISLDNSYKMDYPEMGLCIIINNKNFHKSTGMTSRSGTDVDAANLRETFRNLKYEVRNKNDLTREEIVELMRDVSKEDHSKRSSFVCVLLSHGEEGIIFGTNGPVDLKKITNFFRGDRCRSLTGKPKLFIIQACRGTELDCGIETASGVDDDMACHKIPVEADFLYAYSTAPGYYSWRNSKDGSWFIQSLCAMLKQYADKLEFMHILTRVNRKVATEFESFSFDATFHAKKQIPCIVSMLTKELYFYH
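Evaluation: percent activation relative to control range; Material: Procaspase-3 D3A mutant, all three cleavage aspartates alanine; Compound: single dose, 8.5 µM nominal compound, 0.8% DMSO; Replication: one well per compound; Signal: absorbance at 405 nm, 0 and 120 min; Schedule: 1 h preincubation plus 2 h reaction at 25 °C.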
LAP4 TOR yeast: modulators of TOR pathway LAP4-GFP in S. cerevisiae; 320,000 tested, 0.34% active; S. cerevisiae LAP4-GFP multiplex, flow cytometry GFP, 3 h; median GFP as percent of DMSO wells; GFP response vs DMSO, % at 10 µM;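 active = GFP response vs DMSO above a set limit, about the screen mean plus 3 SD, cut at about 150% in these data; inconclusive = under 70 cell events counted for the yeast strain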
proCasp7 act: counter-screen for procaspase-3 activators: activators of human procaspase-7. P55210. recombinant procaspase-7, Ac-DEVD-pNA absorbance 405 nm; D23A/D198A/D206A triple mutant, cannot self-cleave; scale: DMSO 0, 5 µM enzyme 100. activation, % at 8.5 µM. 330,000 tested, 0.093% active. AID 463210;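 active = percent activation above the screen-wide mean plus 3 SD, cut at about 25% in these data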
Target sequence (P55210 whole entry D23A/D198A/D206A): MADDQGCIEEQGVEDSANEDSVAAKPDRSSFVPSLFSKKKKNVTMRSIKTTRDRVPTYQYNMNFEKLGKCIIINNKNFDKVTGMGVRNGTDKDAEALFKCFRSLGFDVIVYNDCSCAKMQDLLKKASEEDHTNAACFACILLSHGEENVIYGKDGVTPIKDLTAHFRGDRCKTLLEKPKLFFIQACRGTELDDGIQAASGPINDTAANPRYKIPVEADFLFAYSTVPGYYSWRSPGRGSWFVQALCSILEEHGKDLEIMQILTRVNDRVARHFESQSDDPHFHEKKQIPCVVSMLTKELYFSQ
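Replicates: singlicate. Assay system: Procaspase-7 triple mutant (PC-7 D3A). Signal: 405 nm absorbance of p-nitroaniline. Times: 1 h preincubation, 2 h reaction. Buffer or medium: Zinc-free HEPES pH 7.4 with 300 mM NaCl, 0.01% Triton X-100. Also added: DEVD-pNA substrate. Benchmarks: DMSO wells as 0%, DMSO with 5 µM added PC-7 as 100%.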
MEP2-GFP yeast: modulators of TOR pathway MEP2-GFP in S. cerevisiae; S. cerevisiae MEP2-GFP strain, flow cytometry GFP, 3 h; 100% = DMSO control level; GFP response vs DMSO, % at 10 µM; 330,000 tested, 0.51% active;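 active = GFP response versus DMSO above a set limit, roughly screen mean plus 3 SD, cut at about 180% in these data; inconclusive = fewer than 70 cells counted for a yeast strain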;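 also: median GFP fluorescence of the barcode-gated MEP2-GFP cells per well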
RPL19A-GFP yeast: alters RPL19A-GFP fluorescence in TOR pathway yeast screen | percent response vs DMSO, % at 10 µM | 330,000 tested, 0.3% active | S. cerevisiae RPL19A-GFP strain, flow cytometry, 3 h; hits give low values;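 active = percent response vs DMSO below 50%; inconclusive = fewer than 70 events counted for the yeast strain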;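 also: median channel GFP fluorescence of the barcoded RPL19A-GFP strain; ratio of sample median GFP to plate DMSO average so 100% = DMSO; lower means less RPL19A-GFP as with rapamycin TOR inhibition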
AHR act: activators of human aryl hydrocarbon receptor; AHR-responsive luciferase reporter cells, luminescence; 320,000 tested, 2.5% active; activation, % at 5 µM; P35869; in the data active = activation above about 47%;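 also: 0% = vehicle wells and 100% = reference agonist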
CIT2-GFP yeast: yeast TOR pathway CIT2-GFP modulation. S. cerevisiae CIT2-GFP strain, flow cytometry, 3 h; 100 means same as DMSO wells. GFP response vs DMSO, % at 10 µM. 320,000 tested, 0.065% active;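 active = GFP response relative to DMSO above a set limit, near the screen mean plus 3 SD, cut at about 150% in these data; inconclusive = Fewer than 70 cells measured for a yeast strain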;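 also: ratio of well median GFP fluorescence to mean of DMSO wells on the plate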
AGP1-GFP MLPCN: modulators of TOR pathway AGP1-GFP in S. cerevisiae | S. cerevisiae AGP1-GFP multiplex flow cytometry, 3 h; GFP as percent of DMSO wells | GFP response vs DMSO, % at 10 µM | 320,000 tested, 0.02% active | AID 2066;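 active = GFP response relative to DMSO above a set limit, near screen average plus 3 SD, cut at about 150% in these data; inconclusive = fewer than 70 cells counted for the yeast strain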;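 also: median GFP channel fluorescence of the gated AGP1 strain per well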
* = called active by the depositor; ? = inconclusive; / = not tested or not shown; [ ] = another dose, or the depositor's remark. Rows were taken by chance; overall some 3.5% were active at least once.

Labels used below: A = procasp3 activ; B = LAP4 TOR yeast; C = proCasp7 act; D = MEP2-GFP yeast; E = RPL19A-GFP yeast; F = AHR act; G = CIT2-GFP yeast; H = AGP1-GFP MLPCN
> O=c1cc(CN2CCN(Cc3ccccc3)CC2)c2ccc(O)cc2o1
  A: 14; B: 113; C: 13; D: 114; E: 96; F: 0; G: 99; H: 94

> CCOC(=O)C1(Cc2cccc(Cl)c2)CCCN(C(=O)CCOC)C1 (configuration not stated)
  A: 2; B: 83; C: -3; D: 103; E: 99; F: 3; G: 89; H: 90

> CCN(CC(=O)Nc1c(F)cccc1F)C(=O)c1ccc(S(=O)(=O)N2CCCCC2)cc1
  A: 8; B: 98; C: -1; D: 94; E: 93; F: -2; G: 95; H: 100

> CC(C)Cn1c2ccccc2c2cc(C(=O)O)ccc21
  A: -6; B: 97; C: 2; D: 119; E: 102; F: 0; G: 121; H: 95

> CCOC(=O)CCSc1nc(C)c2cc(C)ccc2n1
  A: 10; B: 132; C: -1; D: 105; E: 100; F: 4; G: 93; H: 103

> CCOc1ccccc1NC(=O)c1ccc(OCC(=O)N2CCOCC2)c(OC)c1
  A: 8; B: 91; C: 13; D: 97; E: 95; F: -3; G: 97; H: 91

> CNC(=O)C(=O)Nc1cc2c3c(c1)CCC(=O)N3CCC2
  A: 5; B: 98; C: -7; D: 103; E: 99; F: 29; G: 104; H: 99

> CC(C)(C)C1=Nn2c(nnc2-c2n[nH]c3c2CCC3)SC1
  A: -3; B: 98; C: -18; D: 105; E: 98; F: 6; G: 101; H: 101

> CCCn1c(C)cc(C(=O)COC(=O)c2cc(S(=O)(=O)NCC(C)C)c(Cl)cc2Cl)c1C
  A: -6; B: 101; C: -8; D: 103; E: 100; F: 13; G: 101; H: 105

> CCOc1ccccc1CNC(=O)CCCn1ccc2cc(S(=O)(=O)N3CCCC3)ccc21
  A: 1; B: 89; C: 4; D: 100; E: 97; F: 2; G: 96; H: 96

> COc1c(C)cc(C(=O)C2CCCN(C(=O)c3cc(C)nc(C)n3)C2)cc1C (configuration not stated)
  A: 6; B: 93; C: 8; D: 98; E: 89; F: 1; G: /; H: 95

> CC(OC(=O)c1cccc(-n2cnnn2)c1)C(=O)c1ccccc1 (configuration not stated)
  A: 3; B: 100; C: 7; D: 103; E: 103; F: 5; G: 109; H: 107

> COCCN1C(=O)N[C@@H](c2ccccc2)[C@@H](C(=O)OC)[C@H]1C
  A: -8; B: 128; C: -6; D: 98; E: 103; F: 0; G: 99; H: 93

> CCOC(=O)C1(Cc2ccc(OC)cc2)CCN(C(=O)C2CC(=O)N(C3CC3)C2)CC1 (configuration not stated)
  A: 5; B: 104; C: -1; D: 96; E: 96; F: -1; G: 104; H: 105

> CCN1CCN(C(=O)C2CCN(S(=O)(=O)N3CCC4(CC3)OCCO4)CC2)CC1
  A: 2; B: 94; C: 2; D: 100; E: 100; F: -1; G: 109; H: 103

> CCN(CC)CC(C)OC(=O)c1ccccc1Cl (configuration not stated)
  A: -3; B: 101; C: 2; D: 99; E: 103; F: 3; G: 103; H: 110

> O=C(CC1C(=O)N(c2ccccc2)C(=S)N1c1ccccc1)c1ccc(Br)cc1 (configuration not stated)
  A: 0; B: 87; C: 6; D: 103; E: 104; F: -2; G: 95; H: 96

> c1ccc(CCCN2CCOCC2)cc1
  A: /; B: 97; C: /; D: 104; E: 101; F: /; G: 100; H: 99

> CCc1ccc(NC(=O)c2ccc3nc(N)sc3c2)cc1
  A: 10; B: 96; C: 6; D: 92; E: 96; F: 99*; G: 86; H: 90

> O=c1c2ccccc2sn1-c1ccccc1
  A: /; B: 110[may fluoresce violet]; C: -25; D: 224*[may fluoresce violet]; E: 63[may fluoresce violet]; F: 10; G: ?; H: 19[may fluoresce violet]

> CN(C)C(=O)CSc1nc(-c2cccs2)c(-c2cccs2)[nH]1
  A: 5; B: 100; C: -3; D: 111; E: 106; F: 32; G: 113; H: 101

> CCN1CCN(C(=O)c2ccc3c(=O)n(CCC4=CCCCC4)c(=O)[nH]c3c2)CC1
  A: 9; B: 97; C: -5; D: 107; E: 103; F: 0; G: 105; H: 104

> CC(C)(C)[C@@H]1COC(=O)[C@@H](Cc2ccc(F)cc2)C/C=C\C[C@H](CC(=O)N(CCO)Cc2ccccc2)C(=O)N1
  A: 6; B: 86; C: 7; D: 90; E: 96; F: 1; G: 95; H: 95

> S=C(Nc1ccc(Br)cc1)NC1CCCCC1
  A: -2; B: 101; C: -6; D: 102; E: 96; F: 4; G: 93; H: 95

> CCC(C)N(CCNC(=O)c1ccc(NC2=NC3CS(=O)(=O)CC3S2)cc1)Cc1ccco1 (configuration not stated)
  A: 12; B: 108; C: 5; D: 105; E: 105; F: 5; G: 109; H: 114

> CC(=O)Nc1ccc(NC(=O)c2ccc(COc3ccc(C)cc3)o2)cc1
  A: 3; B: 87; C: 11; D: 105; E: 102; F: 20; G: 102; H: 94

> CCCCn1c(SCC(=O)c2ccc(O)c(O)c2)nc2ccsc2c1=O
  A: -6; B: 99; C: -7; D: 95; E: 105; F: 6; G: 89; H: 98

> COC(CNC(=O)c1cc(-c2ccncc2)nc2ccc(S(=O)(=O)N3CCOCC3)cc12)OC
  A: 0; B: 102; C: -2; D: 104; E: 106; F: 6; G: 96; H: 97

> CC1CCCCC1NC(=O)NC(=O)CCl (configuration not stated)
  A: 9; B: 100; C: 1; D: 105; E: 101; F: -1; G: 91; H: 103

> CCCCn1c(N)c(N2CCOCC2)c(=O)n(CC(=O)NC(C)c2ccccc2)c1=O (configuration not stated)
  A: -3; B: 98; C: 0; D: 95; E: 101; F: 0; G: 105; H: 101

> c1ccc(COc2nsnc2N2CCOCC2)cc1
  A: -5; B: 107; C: 7; D: 97; E: 100; F: -1; G: 97; H: 98

> C=C1CN(CC(=O)OC)S(=O)(=O)c2ccccc21
  A: 1; B: 112; C: -9; D: 89; E: 103; F: 5; G: 89; H: 88

> Cn1ccnc1SCc1cn2cc(Br)ccc2n1
  A: -3; B: 100; C: 3; D: 102; E: 99; F: 12; G: 104; H: 107

> Clc1ccc(Cn2ncc3c(NCCN4CCOCC4)ncnc32)cc1
  A: -1; B: 108; C: -1; D: 106; E: 108; F: -3; G: 104; H: 108

> CCn1c(SCC(=O)Nc2nnc(C)s2)nnc1-c1ccncc1
  A: 12; B: 109; C: 2; D: 108; E: 104; F: 1; G: 108; H: 103

> CCC(C)(C)NC(=O)c1cc(S(=O)(=O)N2CCc3ccccc32)cn1C
  A: 0; B: 99; C: 7; D: 99; E: 102; F: 1; G: 104; H: 101

> Cc1cccc(-n2c(=S)[nH]c3nc4c(cc3c2=O)COC(C)(C)C4)c1
  A: -12; B: 101; C: 9; D: 88; E: 94; F: 1; G: 85; H: 96

> COc1ccc(S(=O)(=O)N2CCCCC2)cc1NS(=O)(=O)c1ccccc1
  A: 12; B: 94; C: 7; D: 101; E: 98; F: -1; G: 95; H: 96

> Cc1noc(C)c1S(=O)(=O)N(Cc1ccccc1)C(C)C
  A: 3; B: 118; C: 3; D: 95; E: 98; F: 0; G: 86; H: 103

> COc1cc(/C=N/NC(=O)c2cc(C)n(-c3ccc(F)cc3)c2C)cc(OC)c1O
  A: 3; B: 104; C: -4; D: 102; E: 100; F: 2; G: 107; H: 105

> COc1cccc(C(=O)Nc2ccc(NC(=O)c3ccco3)cn2)c1
  A: 2; B: 103; C: 15; D: 102; E: 101; F: -2; G: 102; H: 96

> Cc1ccnc(NS(=O)(=O)c2ccc(NC(=O)C3CC3)cc2)n1
  A: 6; B: 83; C: 2; D: 101; E: 103; F: -2; G: 95; H: 83

> CC(C)(C)CC(=O)N1CCN(c2ccc(S(=O)(=O)N3CCOCC3)cc2[N+](=O)[O-])CC1
  A: -1; B: 98; C: 2; D: 102; E: 95; F: 1; G: 96; H: 94

> O=C(CSc1ncnc2c1oc1ccccc12)NCc1ccc(F)cc1
  A: 1; B: 119; C: -8; D: 101; E: 93; F: 1; G: 92; H: 97

> CCOc1ccc(CNCCCSc2ncccn2)cc1
  A: -3; B: 98; C: 9; D: 101; E: 99; F: 0; G: 100; H: 101

> Nc1cc(=O)[nH]c(SCC(=O)N2N=C(c3ccc4ccccc4c3)CC2c2ccccc2)n1 (configuration not stated)
  A: 0; B: 107; C: -10; D: 98; E: 99; F: 0; G: 97; H: 106

> CC1(C)CC(NC(=O)C2CCC(=O)N(C3CC3)C2)CC(C)(C)C1 (configuration not stated)
  A: -6; B: 95; C: 2; D: 96; E: 100; F: -2; G: 98; H: 98

> COc1cccc(CNC(=O)CCc2ccc(OC)c(OC)c2)c1
  A: 2; B: 92; C: 5; D: 93; E: 92; F: 1; G: 102; H: 93

> Cc1ccc(S(=O)(=O)Nc2cc(C)c(O)c(Sc3n[nH]c(C)n3)c2)cc1
  A: -20; B: 99; C: -21; D: 105; E: 99; F: -1; G: 97; H: 99

> CC1CCC(C(C)C)C(OC(=O)C[n+]2cccc(C(N)=O)c2)C1 (configuration not stated)
  A: 0; B: 95; C: 6; D: 104; E: 101; F: -3; G: 107; H: 101

> CCc1ccccc1NC(=O)CC(c1ccc(OC)cc1)n1cccc1 (configuration not stated)
  A: -6; B: 95; C: -10; D: 98; E: 104; F: 5; G: 88; H: 98

Some of the entries above, reformatted.
Compound	procasp3 activ	LAP4 TOR yeast	proCasp7 act	MEP2-GFP yeast	RPL19A-GFP yeast	AHR act	CIT2-GFP yeast	AGP1-GFP MLPCN
COc1cc(/C=N/NC(=O)c2cc(C)n(-c3ccc(F)cc3)c2C)cc(OC)c1O	3	104	-4	102	100	2	107	105
COc1cccc(C(=O)Nc2ccc(NC(=O)c3ccco3)cn2)c1	2	103	15	102	101	-2	102	96
Cc1ccnc(NS(=O)(=O)c2ccc(NC(=O)C3CC3)cc2)n1	6	83	2	101	103	-2	95	83
CC(C)(C)CC(=O)N1CCN(c2ccc(S(=O)(=O)N3CCOCC3)cc2[N+](=O)[O-])CC1	-1	98	2	102	95	1	96	94
O=C(CSc1ncnc2c1oc1ccccc12)NCc1ccc(F)cc1	1	119	-8	101	93	1	92	97
CCOc1ccc(CNCCCSc2ncccn2)cc1	-3	98	9	101	99	0	100	101
Nc1cc(=O)[nH]c(SCC(=O)N2N=C(c3ccc4ccccc4c3)CC2c2ccccc2)n1 (configuration not stated)	0	107	-10	98	99	0	97	106
CC1(C)CC(NC(=O)C2CCC(=O)N(C3CC3)C2)CC(C)(C)C1 (configuration not stated)	-6	95	2	96	100	-2	98	98
COc1cccc(CNC(=O)CCc2ccc(OC)c(OC)c2)c1	2	92	5	93	92	1	102	93
Cc1ccc(S(=O)(=O)Nc2cc(C)c(O)c(Sc3n[nH]c(C)n3)c2)cc1	-20	99	-21	105	99	-1	97	99
